# Compound activity from PubChem BioAssay.
# ERK EGF inh: inhibitors of EGF-stimulated ERK signaling pathway. AID 1454. HEK293-V1b, EGF-stimulated phospho-ERK AlphaScreen. Potency, µM (doses to about 11.5 µM), inactives show at the highest dose activity change, negative = inhibition, actives largely listed as inhibitors. actives 0.41% (n = 130,000); active means well fitted inhibition curve with a large enough effect; inconclusive means small, poorly fitted or top-dose-only effect, or effect the other way;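 further: plate controls were stimulated vehicle wells for no effect and unstimulated vehicle basal for full effect; nearly all actives have a fitted effect of over 55% in size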
#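 Readout: AlphaScreen signal for phosphorylated ERK in lysed HEK293 cells stably expressing V1b. Stimulus 25 nM EGF, 5 min, following 30 min compound exposure. Data scaled to DMSO basal and full EGF activation.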
# * marks the source's active call; other numbers are inactive results; ? = inconclusive; & = joins results of further samples; [ ] = another dose, or the depositor's remark. Potency means the concentration at half of the fitted maximal effect. These rows are one share of the data, so the mix of outcomes need not match the whole.
mol,ERK EGF inh
COc1ccc(-c2cn3ccccc3n2)cc1,-6%[57.5 µM]
O=S(=O)(O)CCS,2%
COc1ccc(C(=O)Nc2cccc(/C=C(\CCC(=O)O)c3nc4ccccc4s3)c2)cc1,2%[57.5 µM]
CC1CN(c2nc3ccccn3c(=O)c2/C=C(\C#N)C(=O)N2CCOCC2)CC(C)O1 (stereo not drawn),7%[57.5 µM]
Cc1cc(OCC(=O)OCC(=O)Nc2cc(C(F)(F)F)ccc2N2CCOCC2)ccc1Cl,6%
CC1(C)C2(Cl)C(Cl)C(Cl)C(Cl)(C(Cl)Cl)C1(Cl)C2Cl (stereo not drawn),31%
O=C(c1ccc(N2CCCC2)c([N+](=O)[O-])c1)N1CCN(CCO)CC1,4%[57.5 µM]
COc1cc(NC(=S)N2CCN(Cc3ccccc3)CC2)cc(OC)c1,-9%
COc1ccc(C(C(=O)NC2CCCCC2)N(C(=O)CCl)c2ccc(OC)cc2)cc1 (stereo not drawn),-10%
O=C(O)[C@@H]1CCCNC1,6%[25.7 µM]
Cc1cc(C)c(Cn2cnc3ccccc32)c(C)c1,?
Cc1cccc(NCc2n[nH]c(=S)n2-c2ccccc2)c1,-8%
CCCN1CNC(=S)N(c2ccccc2C)C1,-3%
Cc1ccc(Nc2nc(=O)c3cc([N+](=O)[O-])ccc3s2)cc1,4%[57.5 µM]
COc1ccc(CN=C2NC(=O)CC(C(=O)Nc3ccc(Cl)cc3)S2)cc1 (stereo not drawn),-3%
COc1ccc(C(CNC(=O)/C=C/c2c(Cl)nc3ccccn23)N(C)C)cc1 (stereo not drawn),-9%
O=C(NNS(=O)(=O)c1cccc(Cl)c1)c1cc(-c2ccc(F)cc2)nc2ccccc12,-11%
CC(=O)/C(N=Nc1ccc(C(=O)O)cc1[N+](=O)[O-])=C(\C)O,-4%[57.5 µM]
CCn1c(C)nc2cc(C(=O)OC)ccc21,7%
CCCCOC(=O)CSCC(=O)N1N=C(c2cccs2)CC1c1ccc(F)cc1 (stereo not drawn),2%
CCOC(=O)c1c(C)oc2c1c1c(c3ccccc32)OCN(CCCC(=O)O)C1,-7%[57.5 µM]
Cc1occc1C(=O)NNC(=O)c1ccccc1Br,7%
CS(=O)(=O)N1CCC(Oc2ccccc2C(=O)NC2CCOC2)CC1 (stereo not drawn),0%
CC(C)(C)C(=O)OCc1nc(-c2ccc(C(F)(F)F)cc2)cs1,10%[57.5 µM]
O=C(Nc1ccn(Cc2cccc3ccccc23)n1)c1cccnc1,-5%
CCOc1ccc(CCNS(=O)(=O)c2ccc3c(c2)NC(=O)CC(=O)N3)cc1OCC,-3%
O=c1c2sccc2nc(SCc2cc(=O)n3ccccc3n2)n1Cc1ccccn1,-7%
Cc1[nH]n(-c2ccccc2)c(=O)c1N=Nc1ccc2c(c1)OCO2,?
CCC(C(=O)NCc1cccnc1)c1ccccc1 (stereo not drawn),-4%
COc1ccc(/C=C2\COc3ccccc3C2=O)cc1OC,-16%
COC(=O)c1c(Oc2nc(OC)cc(OC)n2)cccc1Oc1nc(OC)cc(OC)n1,4%
CC(=O)Nc1ccc(S(=O)(=O)N2CCN(c3nnnn3-c3ccccc3)CC2)cc1,8%
CC(=O)c1sc(C(C)(C)C)cc1NC(=O)CCC(=O)O,49%[57.5 µM]
N#CCCn1cc(C(=O)Nc2ccc(C(=O)O)cc2)c(-c2cccs2)n1,-3%
Cc1cc(C)nc(NC(=S)Nc2ccc(Br)cc2Cl)c1,-3%
Cc1ccc(CN2CCN(Cc3ccon3)CC2CCO)cc1 (stereo not drawn),2%[57.5 µM]
C=C(C)C(O)/C=C/c1ccc(C(F)(F)F)cc1 (stereo not drawn),-1%&-7%
O=C(O)c1cc(=O)c2c(Cl)cc(Cl)cc2[nH]1,2%&13%&-7%
CC(=O)Nc1ccc(NC(=O)CCn2cnnn2)cc1,5%
CC(C)(C)c1ccc(-c2nnc(SC3CCOC3=O)n2Cc2ccccc2)cc1 (stereo not drawn),4%
CCOC(=O)c1c(Cc2ccccc2)c[nH]c1C,-11%
CC1CN(C(=O)N2CCOCC2)CCN1C(=O)N1CCOCC1 (stereo not drawn),10%
CCN1C(=O)c2ccc(C(=O)O)cc2C1=O,1%
CCn1c(=NC(=O)COc2ccccc2)sc2cccc(F)c21,8%[57.5 µM]
COc1ccc(N2CC(C(=O)N/N=C/c3ccc(C)cc3)CC2=O)cc1 (stereo not drawn),-8%
CNC(=O)CN1C(=O)NC(Cc2c[nH]c3ccccc23)C1=O (stereo not drawn),3%[57.5 µM]
Cc1ccc(NC(=O)c2cc(C(=O)c3cc(Cl)ccc3O)cn(-c3ccc(C)cc3)c2=O)cc1,-4%
COC(C#CCCN(C)C)(c1ccccc1)c1ccccc1,6%
CCOC(=O)CNC(=O)c1sc(NC(=O)c2ccccc2)nc1C,4%
CC(C)c1nc(SCC(=O)c2ccc(F)cc2)c2ccccc2n1,-2%

# Additional structures follow.
mol,ERK EGF inh
NC(=O)C1=C[C@H](c2ccc(Br)cc2)C[C@H](OCc2ccc(CO)cc2)O1,-7%[57.5 µM]
O=C(NC(=S)Nc1cccc(S(=O)(=O)NC2=NCCC2)c1)c1cc(-c2ccco2)nc2ccccc12,-1%[57.5 µM]
O=C(Nc1cc(S(=O)(=O)N2CCOCC2)ccc1N1CCCCC1)c1cc(-c2ccccn2)nc2ccccc12,-1%
c1ccc(Oc2cc(-n3cncn3)ncn2)cc1,-9%
Clc1ccc(-n2nnnc2-c2cnc3ccccc3c2-c2ccccc2)cc1,-5%[57.5 µM]
Cc1ncc([N+](=O)[O-])n1CCOC(=O)NC(Nc1ccc(F)cc1)C(Cl)(Cl)Cl (stereo not drawn),-2%[57.5 µM]
CCc1nc2ccccc2nc1N1CCN(S(=O)(=O)c2ccc(Cl)cc2)CC1,11%[57.5 µM]
NC(N)=N/N=C/c1ccc(Cl)cc1Cl,-11%[57.5 µM]
CCOC(=O)C(=CNc1ccc(C#N)cc1)C(=O)OCC,1%
CCC(=O)Nc1ccc2c(c1)nc(CN1CCCCC1)n2C,-10%
C=C(C)CNC(=S)N1CCN(C(c2ccccc2)c2ccccc2)CC1,-4%
NC(=O)c1ccccc1N=Cc1ccc2ccccc2c1,4%
Cc1cc(C)nc(N/N=C/c2sccc2C)n1,-4%
COC(=O)c1cc(C(=O)OC)n(Cc2ccc(C)cc2)c1C,-3%
Cc1cc(C)nc(N/N=C/c2ccc3c(c2)OCCO3)n1,2%
COC(=O)c1ccc(CSc2nc3c(cnn3-c3ccc(F)cc3)c(=O)[nH]2)o1,-6%
COc1cc(/C=N/NC(N)=O)ccc1OCC(=O)Nc1ccc(C)c(C)c1,9%
O=C(COC(=O)c1ccc(Cl)nc1)NCc1ccc2c(c1)OCO2,4%
Cc1c(-c2ccccc2)oc2c(C(=O)OCC(=O)Nc3ccc(C(N)=O)cc3)cccc2c1=O,-5%
COc1ccc2cc(Br)ccc2c1CC(=O)N(C)C,-9%

# Three entries from above, reformatted.
ERK EGF inh,Structure
-4%,C=C(C)CNC(=S)N1CCN(C(c2ccccc2)c2ccccc2)CC1
4%,O=C(COC(=O)c1ccc(Cl)nc1)NCc1ccc2c(c1)OCO2
9%,COc1cc(/C=N/NC(N)=O)ccc1OCC(=O)Nc1ccc(C)c(C)c1

# (more compounds)
mol,ERK EGF inh
CCC(Sc1ncccc1C(=O)Oc1cccc([N+](=O)[O-])c1)C(=O)Nc1ccccc1OC (stereo not drawn),0%
Cc1ccc(C(=O)Nc2cccc([N+](=O)[O-])c2)cc1S(=O)(=O)Nc1cccc(C(=O)O)c1,-4%
CSCCOC(=O)COc1ccc(/C=N/NC(=O)c2nn(C)cc2Cl)cc1,4%
Cc1ccc(Nc2nnc(-c3ccc4c(c3)OCO4)o2)c(C)c1,10%[57.5 µM]
CCOC(=O)C1(Cc2ccccc2)CCCN(CCO)C1 (stereo not drawn),0%
Clc1ccc(C2[C@H]3CN(CC4CCCCC4)[C@H](c4ccccc4)C34CC2(c2cccnc2)C4)cn1 (stereo partly drawn),-11%
CC(Sc1nc(C(C)(C)C)cc(-c2ccccc2)c1C#N)C(=O)Nc1ccccc1 (stereo not drawn),-7%
NNc1nc(N)c2c(n1)-c1ccccc1CC21CCCC1,-15%
N#Cc1ccc(S(=O)(=O)NC2CCN(Cc3ccccc3)CC2)cc1,4%[57.5 µM]
COc1ccc(CN2CC(C(=O)NCCCN3CCN(Cc4ccccc4)CC3)CC2=O)cc1 (stereo not drawn),2%
CCOC(=O)CCCNC(=O)COC(=O)c1cc(Br)c(Br)s1,-2%
CC(=O)Nc1sc(C)c(C)c1C(=O)OCC(=O)N(C)C1CCS(=O)(=O)C1 (stereo not drawn),22%
CCN(CCS(=O)(=O)c1ccc(Cl)cc1)C(=O)Nc1ccc(Cl)cc1,-12%[57.5 µM]
Cc1cc(C)nc(SCCn2c(N3CCOCC3)nc3c2c(=O)[nH]c(=O)n3C)n1,-4%
Cc1ccc(-c2ccc(C(=O)O)o2)cc1Cl,-9%[57.5 µM]
COc1cccc(N2CC34C=CC(O3)C(C(=O)O)C4C2=O)c1 (stereo not drawn),?
COc1ccc(NC(C)C(=O)Nc2cc(C(F)(F)F)ccc2N2CCOCC2)c(OC)c1 (stereo not drawn),12%
C/C(=N\NC(=O)C(=O)Nc1ccc(C)c(Cl)c1)c1ccncc1,-7%
CC(=O)/C(=N\Nc1cccc(Cl)c1)Sc1cccc2cccnc12,-2%
C/C(=N\NC(=O)c1cccc([N+](=O)[O-])c1)c1ccco1,4%[57.5 µM]
NC(=S)N/N=C/c1ccc2c(c1)OCCO2,7%
COc1ccc(OC)c(NC(=O)CSc2nnnn2C)c1,6%
Fc1ccc(C2=CC(c3ccco3)n3nnnc3N2)cc1 (stereo not drawn),-8%[57.5 µM]
O=C(NNc1ccccc1F)C1CCC1,6%[57.5 µM]
COC(=O)c1ccccc1NC(=O)NCCc1ccccc1OC,-12%
Oc1ccc(/C=N/NC(=S)Nc2cccnc2)cc1,-13%[57.5 µM]
CC(=O)N1Cc2ccccc2CC1C(=O)N1CCN(c2ccccc2)CC1 (stereo not drawn),-3%
Cc1cc(C)c2[nH]c(=O)c(CN(Cc3cccs3)C(=S)NCc3ccco3)cc2c1,10%
Cc1cc(-c2nn(C)c(=O)c3ccccc23)cc(C)c1O,9%[57.5 µM]
O=C(Nc1ccc(N2CCOCC2)cc1)c1cc(-c2ccncc2)nc2ccccc12,-3%[57.5 µM]

# Some of the entries so far, with values ahead of the structure:
ERK EGF inh	Structure
-11%	CCOC(=O)c1c(Cc2ccccc2)c[nH]c1C
10%	CC1CN(C(=O)N2CCOCC2)CCN1C(=O)N1CCOCC1 (stereo not drawn)

# Next section
mol,ERK EGF inh
NNc1nc2ccc(F)cc2s1,?
COc1ccc(C(=O)N2CCOC2CNC(=O)C(=O)NCc2ccc3c(c2)OCO3)cc1 (stereo not drawn),-17%
C#C[C@]1(O)CC[C@H]2[C@@H]3CCc4cc(O)ccc4[C@H]3CC[C@@]21C,-6%[57.5 µM]
CC(C)COc1ccc(C(=O)Nc2ccc([N+](=O)[O-])cc2)cc1,-3%
O=C(Nc1cccc2ncccc12)c1ccc(OCc2ccccc2)cc1,-5%
CCCCNc1nc2c(c(=O)n(C)c(=O)n2C)n1CCC,2%[57.5 µM]
CCc1ccccc1NC(=O)c1ccc(Cn2cc([N+](=O)[O-])cn2)cc1,-7%
O=C(O)c1cn(Cc2ccccc2Cl)c2ccc(S(=O)(=O)N3CCOCC3)cc2c1=O,2%
C=CCNC(=O)c1c(Cl)cccc1Cl,-3%
CCN(CCO)C(=O)CC1C(=O)NCCN1Cc1c(F)cccc1Cl (stereo not drawn),-1%
COC(=O)CCC(=O)OC1(C)C(=O)C2=CN(CCCOC(C)C)C(c3ccc(OC)cc3)=CC2=C(Br)C1=O (stereo not drawn),-4%[57.5 µM]
Cc1ccc(NC(=O)CN(C)C(=O)Cn2cc(C(F)(F)F)cc(Cl)c2=O)cc1,4%
CCn1c2ccccc2c2cc(NC(=O)COC(=O)c3cccc(S(=O)(=O)NC)c3)ccc21,-5%
Cc1cccc(NC(=O)CSc2nnc(-c3cc(C)n(-c4ccccc4)c3C)o2)c1C,-7%
CCc1ccc(-c2cc(C(=O)N/N=C/c3c[nH]c4ccccc34)[nH]n2)cc1,-1%
N#C/C(=C(/O)CN1CCCC1)c1nc(-c2ccccc2)cs1,-9%[57.5 µM]
CCCN(CCC)CC(O)CN1C(=O)NC(C)(C)C1=O (stereo not drawn),2%
COc1ccc(O)c(/C=N/n2c(-c3ccco3)csc2=Nc2cccnc2)c1,7%
CCOC(=O)c1c2n(c3ccc(O)cc13)CCC2,-11%
O=C(N/N=C/c1cc2c(cc1Br)OCO2)c1c[nH]c2ccccc12,1%
N#CCc1ccc(NS(=O)(=O)c2ccc(C3CCCCC3)cc2)cc1,-2%
Cn1c(=O)c2[nH]c(-c3ccccc3Cl)c(O)c2n(C)c1=O,3%
NC(=O)C1CC(=O)N(c2ccc(OCc3ccc(Cl)cc3)cc2)C1 (stereo not drawn),0%
COc1ccc2c(CC(=O)Nc3nccs3)coc2c1,-2%
Cc1nc(NS(=O)(=O)c2ccccc2)sc1C(=O)NN,-7%
O=C(NCc1ccc(Cl)cc1)C1CCC(CNc2c(N3CCOCC3)c(=O)c2=O)CC1 (stereo not drawn),5%[57.5 µM]
